KB-3-1 tox: qHTS assay for MDR1-selective chemotherapeutics: Primary screen using the parental adenocarcinoma cell KB-3-1 | hit rate 1.4% among 400,000 | Potency, µM (series often up to 46.1 µM), for inactives: at the top dose activity change, negative = cytotoxic, most hits filed as cytotoxic | KB-3-1 viability, CellTiter-Glo ATP luminescence, 72 h | AID 1347075, 2019; further: on the % scale 0 is the no-effect control and ±100 the full control effect; nearly all actives have a fitted effect of over 60% in size
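KB-3-1 cells, DMEM (no phenol red) + 10% FBS; compound by pin transfer, 72 h, 37 °C. Readout: CellTiter-Glo luminescence after 10 min. Data normalized, curve-fitted.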
TDP43 rescue: qHTS of TDP-43 Inhibitors; hit rate 1.8% among 410,000; TDP-43 expressing yeast growth rescue, BacTiter-Glo, 24 h; Potency, µM (titrated, usually from 46.1 µM), for inactives: top-dose growth rescue (activation), usual class: activators; further: % of control where 0% means no effect; nearly all actives have a fitted effect of over 50% in size
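Cell-based yeast growth screen: TDP-43 expression induced in galactose, inoculum OD600=0.02 after raffinose pregrowth to mid-log. Read-out BacTiter-Glo luminescence at 24 hr, 30 deg C; inhibition of toxicity seen as signal increase.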
HT1080 IDH1KD tx: qHTS for induction of synthetic lethality in tumor cells producing 2HG: qHTS for the HT-1080-IDH1KD cell line | hit rate 2% among 360,000 | HT-1080 IDH1 knockdown viability, ATP luminescence, 48 h | Potency, µM (titrated, usually from 46.1 µM), without a hit: top-dose activity, negative = toxicity, hits mostly cytotoxic;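 further: 0% = DMSO wells and -100% = cell-free medium wells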
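Using the IDH1-knockdown HT-1080 line run in the same batch and compound series as the NT line, viability after 48 h at 37 °C was determined by CellTiter-Glo luminescence and expressed as % activity.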
GLP1R ag: qHTS of GLP-1 Receptor Agonists. Potency, µM (highest dose often 45.6 µM), for inactives: at the highest dose activation, actives largely listed as activators. hit rate 0.007% among 380,000. Glucagon-like peptide 1 receptor (Homo sapiens), P43220. HEK293 GLP-1R CRE-luciferase, luminescence, 4-6 h; cells express a hypersensitive GLP-1R form; further: % of control where 0% means no effect
Target sequence (P43220 whole entry, looked up): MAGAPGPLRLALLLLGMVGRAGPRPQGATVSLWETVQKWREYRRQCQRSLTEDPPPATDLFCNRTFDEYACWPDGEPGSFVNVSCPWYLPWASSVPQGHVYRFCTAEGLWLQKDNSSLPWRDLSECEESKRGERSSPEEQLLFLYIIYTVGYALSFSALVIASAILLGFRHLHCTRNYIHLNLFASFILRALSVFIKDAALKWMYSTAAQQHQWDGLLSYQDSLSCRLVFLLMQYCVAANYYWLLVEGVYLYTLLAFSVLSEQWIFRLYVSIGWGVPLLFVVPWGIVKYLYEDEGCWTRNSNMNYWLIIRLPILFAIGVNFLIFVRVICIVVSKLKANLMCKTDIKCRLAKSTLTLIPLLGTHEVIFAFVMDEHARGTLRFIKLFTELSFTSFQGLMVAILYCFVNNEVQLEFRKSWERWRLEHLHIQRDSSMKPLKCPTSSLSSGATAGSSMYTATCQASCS
HT1080NT lethal: qHTS for induction of synthetic lethality in tumor cells producing 2HG: qHTS for the HT-1080-NT fibrosarcoma cell line; HT-1080-NT fibrosarcoma viability, CellTiter-Glo ATP luminescence, 48 h; Potency, µM (top dose mostly 46.1 µM), for the others: top-dose activity, negative = less viability, hits mostly cytotoxic; hit rate 1.6% among 360,000; AID 686970, 2013;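 further: NT is the 2HG producing partner of a matched IDH1 knockdown line; 0% = DMSO-treated cells and -100% = media-only wells without cells; nearly all actives have a fitted effect of over 55% in size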
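Luminescent CellTiter-Glo readout after 48 hours of compound exposure at 37 degrees C defined viability of HT-1080-NT cells. Activity was normalized to DMSO wells and cell-free media wells; concentration-response curves were fitted and assigned curve classes.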
KB-V1 cytotox: qHTS assay for MDR1-selective chemotherapeutics: Primary screen using the drug-selected MDR subline cells KB-V1. KB-V1 MDR cells viability, CellTiter-Glo, 72 h. Potency, µM (top dose mostly 46.1 µM), for inactives: top-dose activity change, negative = cytotoxicity, most hits filed as cytotoxic. hit rate 3.4% among 400,000. AID 1347076, 2019; further: on the % scale 0 is the no-effect control and ±100 the full control effect; nearly all actives have a fitted effect of over 60% in size
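qHTS viability screen in drug-selected KB-V1 MDR cells: 72 h compound treatment at 37 degrees C, ATP luminescence end point.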
HEK293 tox: qHTS of GLP-1 Receptor Inverse Agonists: Cytotox Screen. Potency, µM (titrated, usually from 38.3 µM), without a hit: at the highest dose activity change, negative = inhibition, hits mostly inhibitors. hit rate 0.13% among 410,000. HEK293 cAMP-luciferase reporter cells, luminescence, 24 h;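 further: loss of luciferase light is scored as toxicity; on the % scale 0 is the no-effect control and ±100 the full control effect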
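Cells in DMEM/10% Nu serum/1% pen-strep, 1536-well format. Pre-incubated 12 h, dosed with 23 nL compound, incubated a further 24 h. Luciferase detection, 12 min at room temp, luminescence.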
GLP1R inv ag: qHTS of GLP-1 Receptor Inverse Agonists (Inhibition Mode) | Glucagon-like peptide 1 receptor (Homo sapiens), P43220 | HEK293 GLP-1R CRE-luciferase, luminescence, 24 h; GLP-1R form is constitutively active | hit rate 1.6% among 410,000 | Potency, µM (titrated, usually from 38.3 µM), for inactives: at the highest dose activity change, negative = inhibition, most hits filed as inhibitors; further: on the % scale 0 is the no-effect control and ±100 the full control effect; nearly all actives have a fitted effect of over 55% in size
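Inverse agonists were sought by their lowering of basal cAMP reporter luciferase output in HEK293 cells stably carrying constitutively active human GLP-1R, after 24 h compound treatment.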
SW480 rereplic: A quantitative high throughput screen for small molecules that induce DNA re-replication in SW480 colon adenocarcinoma cells. SW480 DNA re-replication, Hoechst DNA content imaging, 48 h. Potency, µM (titrated, usually from 46.1 µM), for inactives: at the highest dose re-replication activation, actives largely listed as activators. hit rate 1.8% among 340,000. AID 624297, 2012; further: % of control where 0% means no effect; nearly all actives have a fitted effect of over 55% in size
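First, 250 cells per well were seeded. Next, compound or vehicle (23 nL) was pinned in, plates sat 48 hr at 37 C. Finally Hoechst was added for 40 min before fluorescence scanning.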
The depositor's hits bear a star; ? = inconclusive; . = not tested or not shown; [ ] = another dose, or the depositor's remark. The call rests on the fitted dose curve; in most records, active means well fitted curve in the direction sought with a large enough effect; inconclusive means small, poorly fitted or top-dose-only effect, or another doubt; inactive means no such curve, though single readings can be large; an effect the other way counts as inactive or inconclusive. Potency means the concentration at half of the fitted maximal effect.

The line under a structure holds: GLP1R inv ag	HEK293 tox	SW480 rereplic	HT1080 IDH1KD tx	HT1080NT lethal	KB-V1 cytotox	TDP43 rescue	KB-3-1 tox	GLP1R ag
COc1cc(NS(=O)(=O)c2ccc(NC(=O)CN3C(=O)c4ccccc4C3=O)cc2)ncn1
 : 23%	2%	2%	14%	6%	18%	10%	-17%	-6%
CCOC(=O)C1CCCN(C(=O)c2cc3c(=O)[nH]c4ccc(C)cc4c3s2)C1 (stereo not given)
 : 3%	-7%	.	.	.	6%	28%	6%	1%
O=C(O)CSc1nnc(-c2cc3ccccc3o2)n1-c1ccccc1
 : 9%	3%	0%	10%	6%	?	16%	-1%	-20%
CCCc1nnc(NC(=O)C(=O)NCCN(C)C)s1
 : 17%	11%	?	17%	22%	3%	-19%	-1%	0%
COc1ccc(C2=NOC(C(=O)NCc3ccc(F)cc3)C2)cc1 (stereo not given)
 : ?	-27%	4%	?	?	15µM*	4%	7.3µM*	-2%
COc1ccc(OC)c(NC(=O)C(CCS(C)(=O)=O)NC(C)=O)c1 (stereo not given)
 : -8%	-16%	-3%	14%	11%	-4%	-10%	10%	-5%
COc1ccc(CCNC(=O)CN2C(=O)COc3ccc(S(=O)(=O)N4CCOCC4)cc32)c(OC)c1
 : -10%	-18%	-4%	?	9%	-2%	7%	25%	8%
CCOC(=O)C1=C(CC)OC(N)=C(C#N)C1c1ccc(OC)cc1OC (stereo not given)
 : 0%	-6%	-5%	-4%	-2%	-19%	6%	1%	1%
Cc1ccc(S(=O)(=O)N(C)CC(=O)N2CCc3ccccc32)cc1
 : 0%	-2%	3%	-11%	-1%	-19%	-9%	-3%	2%
CCC(C)NC(=O)CC(NS(=O)(=O)c1ccc(C)cc1)c1ccc(OC)cc1 (stereo not given)
 : 21%	-4%	-692%[inhibitor]	11%	0%	8.2µM*	20%	9%	-9%
COc1ccccc1CNC(=O)c1cccs1
 : 8%	11%	2%	5%	12%	11%	8%	3%	5%
COc1ccccc1Nc1nnc(Cc2ccccc2)c(=O)[nH]1
 : 8%	-17%	1%	6%	7%	-13%	-17%	-23%	-1%
COc1cccc2cc(C(=O)NCc3ccc(Cl)cc3)c(=N)oc12
 : 23%	0%	9%	13%	13%	19%	-8%	-8%	1%
O=C(CN1C(=O)NC2(CCCCC2)C1=O)Nc1cc(C(F)(F)F)ccc1N1CCCCC1
 : -13%	-19%	?	-12%	-11%	5%	12%	3%	-5%
CC1=CCC(C(=O)O)C(C(=O)O)C1 (stereo not given)
 : 0%	-5%	-7%	-8%	1%	4%	0%	12%	1%
Cn1cccc1Cc1nnc(SCC(=O)NCc2ccco2)n1CCc1ccccc1
 : -18%	11%	-1%	0%	-10%[9.24 µM]	-17%	-18%	0%	1%
COc1ccc(OC)c(C2C(C(=O)Nc3ccc(F)cc3)=C(C)Nc3nc(CCCO)nn32)c1 (stereo not given)
 : 29%	-1%	-4%	-4%	0%	8%	4%	-9%	-5%
CCN(c1ccccc1)S(=O)(=O)c1cc(C(=O)NCC(c2ccc(OC)cc2)N(C)C)ccc1C (stereo not given)
 : 11µM*	-7%	?	-21%	?	?	-5%	?	1%
CN(CCOc1ccccc1)C(=S)Nc1ccc(OC(F)F)cc1
 : ?	2%	-9%	-19%	-1%	-5%	?	-2%	1%
O=C(CSc1nc(C2CC2)nc2ccccc12)Nc1cccc(O)c1
 : 1%	-13%	-6%	-21%	-9%	-5%	-22%	-5%	7%

Three of these compounds, set out differently.
| SMILES | GLP1R inv ag | HEK293 tox | SW480 rereplic | HT1080 IDH1KD tx | HT1080NT lethal | KB-V1 cytotox | TDP43 rescue | KB-3-1 tox | GLP1R ag |
| --- | --- | --- | --- | --- | --- | --- | --- | --- | --- |
| COc1cc(NS(=O)(=O)c2ccc(NC(=O)CN3C(=O)c4ccccc4C3=O)cc2)ncn1 | 23% | 2% | 2% | 14% | 6% | 18% | 10% | -17% | -6% |
| CCOC(=O)C1CCCN(C(=O)c2cc3c(=O)[nH]c4ccc(C)cc4c3s2)C1 (stereo not given) | 3% | -7% | . | . | . | 6% | 28% | 6% | 1% |
| O=C(O)CSc1nnc(-c2cc3ccccc3o2)n1-c1ccccc1 | 9% | 3% | 0% | 10% | 6% | ? | 16% | -1% | -20% |

The results go on:
The line under a structure holds: GLP1R inv ag	HEK293 tox	SW480 rereplic	HT1080 IDH1KD tx	HT1080NT lethal	KB-V1 cytotox	TDP43 rescue	KB-3-1 tox	GLP1R ag
O=S(=O)(Nc1ccc(S(=O)(=O)N2CCOCC2)cc1)c1ccccc1
 : 10%	-4%	-7%	1%	6%	3%	8%	-1%	-6%
Cc1cn(C2OC(COC(=O)c3ccccc3)C(O)C2O)c(=O)[nH]c1=O (stereo not given)
 : -1%	11%	0%	4%	2%	29%	-12%	6%	-2%
CCc1noc(C)c1C(=O)Nc1cccc(S(=O)(=O)N(C)c2ccccc2)c1
 : ?	13%	2%	-10%	-2%	?	-9%	-11%	1%
CCOC(=O)N1CCN(CC(O)COc2ccc(-c3ccccc3)cc2)CC1 (stereo not given)
 : ?	5%	11%	-26%	-15%	9%	-16%	11%	-3%
Cc1ccc(-c2csc(NCCc3nc4cc(Cl)c(Cl)cc4n3CCOCCO)n2)cc1
 : ?	4%	-6%	?	?	4%	?	-12%	2%
CCCn1c(CCC(=O)O)ccc1-c1ccc(F)cc1
 : 6%	21%	-4%	-15%	-2%	6%	?	9%	0%
Cn1cnc(S(=O)(=O)N2CCCCC2c2cc(C(=O)Nc3ccccc3Cl)no2)c1 (stereo not given)
 : 21%	16%	.	-1%	1%	4%	11%	0%	6%
Cc1cc(C)c(C#N)c(Nc2ccccc2)n1
 : 0%	3%	-2%	?	-18%[9.24 µM]	7%	-9%	-15%	22%
O=c1cc(CN2CCCCCCC2)c2c(ccc3ccccc32)o1
 : ?	1%	.	1%	23%	0%	?	0%	7%
CC(=O)Nc1nc(COc2ccccc2)cs1
 : -1%	-11%	-7%	18%	11%	-8%	5%	3%	-11%
COc1ccc(-c2cccc(-c3cc(=O)oc4cc(OC)cc(OC)c34)c2)cc1
 : ?	?	0.23µM*	0.58µM*	?	1.2µM*	23%	0.65µM*	26%
CC1CCCCN1C(=O)c1cc(F)c(F)cc1Cl (stereo not given)
 : ?	-14%	2%	2%	10%	7%	18%	3%	-2%
CC1=Nc2cc(C(=O)N3CCCC3)ccc2Sc2ccc(C)cc21
 : -9%	-2%	-15%	-1%	4%	19%	-3%	0%	15%
CCOC(=O)C1=C[C@@H](C(C)(C)C)N(S(=O)(=O)c2ccc(C)cc2)[C@H]1c1ccc(C#N)cc1
 : 22%	3%	.	-3%	0%	0%	12%	-1%	11%
COC(=O)c1ccc(NC(=O)c2cc(-c3ccncc3)nc3ccccc23)cc1
 : ?	-13%	6%	?	?	2%	?	23µM*	1%
CC(Sc1nnc(C2CC2)n1C1CC1)C(=O)Nc1cccc(S(=O)(=O)N2CCOCC2)c1 (stereo not given)
 : -8%	0%	-6%	2%	13%	12%	5%	-9%	9%
N=C1/C(=C\c2ccc(OC(=O)c3ccccc3Cl)cc2)C(=O)N=C2SC(N3CCOCC3)=NN12
 : 6%	1%	-5%	7%	-6%	-16%	12%	10%	-1%
COc1ccc(OCCCSc2ncccn2)cc1
 : -3%	1%	-5%	8%	2%	4%	0%	-1%	5%
COC(=O)c1ccccc1NC(=O)c1ccco1
 : 81%[activator]	18%	-3%	-1%	-3%	-17%	8%	8%	3%
N#Cc1c(N2CCSCC2)nsc1-c1ccccc1Cl
 : ?	-20%	?	?	-25%	4.6µM*	10µM*	3.7µM*	?
c1ccc(CNc2nnnn2-c2ccccc2)cc1
 : -15%	-13%	-3%	4%	7%	21µM*	9%	?	-2%
CSc1ccccc1NC(=S)Nc1ccc(S(N)(=O)=O)cc1
 : -14%	-11%	-6%	5%	-1%	9%	-12%	6%	6%
Cc1noc(NS(=O)(=O)c2ccc(NC(=O)C(CC(C)C)N3C(=O)c4ccccc4C3=O)cc2)c1C (stereo not given)
 : 17%	5%	-9%	11%	4%	?	5%	2%	-3%
Cc1cccc(C)c1-n1nnnc1C(c1cccs1)N1CCN(C/C=C/c2ccccc2)CC1 (stereo not given)
 : ?	14%	.	?	?	?	13%	-11%	-5%
O=c1[nH]c(SCCOc2ccccc2F)nc2ccccc12
 : 54%[activator]	-5%	-3%	-5%	-21%	?	13%[9.22 µM]	-1%	18%
CCOC(=O)c1oc2ccccc2c1NC(=O)c1cccc(OC)c1
 : 0%	-8%	?	-17%	7%[9.24 µM]	2%	0%	-2%	8%
CN1CCN(c2ccc(Cl)cc2NC(=O)c2ccc(=O)n(C)n2)CC1
 : 10µM*	3%	-21%	3%	0%	-14%	-3%[9.22 µM]	12%	-3%
COC(=O)c1cc(NC(=O)Cn2ncc3c2-c2ccccc2OC3)cc(C(=O)OC)c1
 : 9%	1%	.	.	.	-15%	-1%	-3%	.
Cc1ccc(CSC2=Nc3ccccc3C3=NC(CC(=O)NCc4cccs4)C(=O)N23)cc1 (stereo not given)
 : ?	-20%	.	.	.	-9%	20%	15%	.
Cc1ccc2c(c1)N(C(=O)CCC(=O)NCCN1CCOCC1)CC(C)O2 (stereo not given)
 : 0%	15%	7%	12%	1%	?	18%	2%	-7%
CCN(CC)CCN(Cc1cc2cc(C)c(C)cc2[nH]c1=O)C(=S)NCc1ccco1
 : 10µM*	?	1%	?	?	-1%	-4%	7%	13%
Cc1oc2cc(O)cc(C)c2c(=O)c1-c1cnn(-c2ccccc2)c1
 : -28%	-29%	-3%	?	?	?	8%	-22%	2%
COc1ccc(S(=O)(=O)n2nc(-c3ccc(Cl)cc3)cc2N)cc1
 : 10µM*	-19%	?	18µM*	18µM*	0%	0%	?	4%

Source: PubChem BioAssay

Not a hit list; 9.4% or so of the library scored in one or more.
